BoNT A protease: BoNT/A light chain protease inhibitors, primary screen, biochemical, flow cytometry, MLPCN library; Botulinum neurotoxin type A light chain protease (Clostridium botulinum A str. ATCC 3502); multiplex microsphere protease substrate cleavage; inhibition, % at 10 µM; 0.17% of 360,000 active; in the data active = inhibition above about 30%; note: plate controls were buffer without enzyme for full effect and enzyme alone for no effect
BoNT F protease: BoNT/F light chain protease inhibitors, primary screen, biochemical, flow cytometry, MLPCN library. Botulinum neurotoxin type F light chain protease (Clostridium botulinum). Multiplex microsphere protease cleavage assay. 0.22% of 360,000 active. inhibition, % at 10 µM; in the data active = inhibition above about 35%, passing the limit was not always enough; note: plate controls were buffer without enzyme for full effect and enzyme alone for no effect
CCHFV vOTU inh: CCHFV vOTU protease inhibitors, primary screen, biochemical, Pep-AMC substrate, fluorescence; inhibition, % at 11.5 µM; 0.55% of 370,000 active; AID 651958, 2012; note: 0% = vehicle wells with enzyme and 100% = no enzyme wells
FadD28 binding: inhibitors of FadD28 bisubstrate probe binding, primary screen, biochemical, fluorescence polarization, single point | Mycobacterium tuberculosis FadD28 fatty-acid-AMP ligase | inhibition, % at 12.5 µM | 0.22% of 360,000 active | AID 588549, 2011; in the data active = inhibition above about 8.5%, passing the limit was not always enough
Mtb FBA inh: Mtb FBA enzyme inhibitors, primary screen, biochemical, fluorescence, strain H37Rv | Fructose-bisphosphate aldolase (Mycobacterium tuberculosis (strain ATCC 25618 / H37Rv)), … | purified M. tuberculosis FBA, fluorescence read-out | inhibition, % at 1 µM | 2.3% of 360,000 active | AID 588726, 2011; in the data active = inhibition above about 27%;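 note: 0% = vehicle and 100% = reference inhibitor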
Target sequence (P9WQA3 whole entry, looked up): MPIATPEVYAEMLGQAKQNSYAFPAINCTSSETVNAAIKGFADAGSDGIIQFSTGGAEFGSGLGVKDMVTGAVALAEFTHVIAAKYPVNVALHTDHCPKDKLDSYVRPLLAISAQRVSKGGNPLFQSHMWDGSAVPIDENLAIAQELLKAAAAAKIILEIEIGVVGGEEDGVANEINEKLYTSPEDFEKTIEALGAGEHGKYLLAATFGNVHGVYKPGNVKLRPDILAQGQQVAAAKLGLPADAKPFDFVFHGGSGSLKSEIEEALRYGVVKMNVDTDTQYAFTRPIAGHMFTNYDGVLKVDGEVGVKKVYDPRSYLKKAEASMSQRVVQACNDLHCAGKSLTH
UGM FP inh: M. tuberculosis UGM enzyme inhibitors, primary screen, biochemical, fluorescence polarization, single point | UDP-galactopyranose mutase (Mycobacterium tuberculosis (strain ATCC 25618 / H37Rv)), … | purified UGM, fluorescence polarization probe displacement | inhibition, % at 10 µM | 0.06% of 320,000 active | AID 504406, 2011; in the data active = inhibition above about 10%, passing the limit was not always enough
Target sequence (P9WIQ1 whole entry, looked up): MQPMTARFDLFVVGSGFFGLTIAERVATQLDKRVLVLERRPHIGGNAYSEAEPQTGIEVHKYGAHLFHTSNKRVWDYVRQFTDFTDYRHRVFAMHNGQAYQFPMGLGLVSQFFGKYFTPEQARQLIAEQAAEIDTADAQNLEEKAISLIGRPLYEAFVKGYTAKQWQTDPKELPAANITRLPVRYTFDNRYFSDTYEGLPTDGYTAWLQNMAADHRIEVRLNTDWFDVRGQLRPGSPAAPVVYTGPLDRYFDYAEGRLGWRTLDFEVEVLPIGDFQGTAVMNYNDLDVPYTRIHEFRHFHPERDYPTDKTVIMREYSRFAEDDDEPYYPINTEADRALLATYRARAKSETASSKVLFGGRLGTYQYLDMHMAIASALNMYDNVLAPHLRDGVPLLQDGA
GDH-TPI inh: GDH-TPI coupling enzyme inhibitors, primary screen, artefact control for M. tuberculosis FBA inhibitor project, biochemical, absorbance, full deck | inhibition, % at 4.8 µM | GDH-TPI coupled enzyme counterscreen, NADH absorbance | 1.2% of 360,000 active;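 note: 0% = DMSO wells and 100% = wells lacking the enzyme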
PrPC TRFRET: inhibitors of human cell surface prion protein PrPC, primary screen, cell-based, TR-FRET. Major prion protein (Homo sapiens), P04156. TR-FRET read-out. inhibition, % at 13.8 µM. 0.43% of 370,000 active; in the data active = inhibition above about 24%; note: 0% = median of the test wells and 100% = reference compound wells
BioA inh: M. tuberculosis BioA enzyme inhibitors, primary screen, biochemical, plate reader, single point, HTS; 7,8-diaminopelargonic acid synthase BioA (Mycobacterium tuberculosis); purified M. tuberculosis BioA enzyme; inhibition, % at 9.99 µM; 0.096% of 360,000 active; in the data active = inhibition above about 40%
* hit, by the source's call. Cut-off read from the data, not from the text of the source, unless noted: active = inhibition above about 30%; inactive = the rest.

CC1CCCCC1NS(=O)(=O)c1ccc2c(c1)CC(=O)N2C (configuration not stated) was read as BoNT A protease 0.2, BoNT F protease 3, CCHFV vOTU inh 17, FadD28 binding -0.4, Mtb FBA inh -2, UGM FP inh 2.3, GDH-TPI inh -8, PrPC TRFRET 3 and BioA inh -0.8.
For Cc1ccc(S(=O)(=O)N(C)CC(=O)NNC(=O)CCNS(=O)(=O)c2cccc(C)c2)cc1 the results were BoNT A protease 0.2, BoNT F protease -4, CCHFV vOTU inh -10, FadD28 binding -0.1, Mtb FBA inh 0, UGM FP inh -1.2, GDH-TPI inh 5, PrPC TRFRET -4 and BioA inh 0.3.
`Cc1ccc(S(=O)(=O)/C(C#N)=C/c2c[nH]c3ccccc23)cc1` gave BoNT A protease 2.6, BoNT F protease -2, CCHFV vOTU inh 10, FadD28 binding -12, Mtb FBA inh 1, UGM FP inh -0.5, GDH-TPI inh 0 and PrPC TRFRET -2.
Screening S=c1[nH]nc(-c2ccccc2)n1/N=C/c1cccc(Br)c1 returned BoNT A protease 2.5, BoNT F protease -3, CCHFV vOTU inh 6, FadD28 binding 0.1, Mtb FBA inh -2, UGM FP inh 3.6, GDH-TPI inh 1, PrPC TRFRET -7 and BioA inh -1.5.
Screening CCOc1cc(/C=C2\C(=O)N(c3ccc(C(N)=O)cc3)N=C2C)ccc1OC(=O)c1cccs1 returned BoNT A protease -0.7, BoNT F protease 2, FadD28 binding 0.1, Mtb FBA inh 1, UGM FP inh -3.0, GDH-TPI inh -7 and BioA inh 5.5.
For C/C(=N/NC(=O)CCCOc1ccc(Cl)cc1Cl)c1ccc(C)o1 the results were BoNT A protease -0.1, BoNT F protease -5, CCHFV vOTU inh 10, FadD28 binding -0.5, Mtb FBA inh 0, UGM FP inh -0.3, GDH-TPI inh 14, PrPC TRFRET 1 and BioA inh 33.
`Nc1nc(CSC(=S)N2CCCCC2)nc(Nc2ccccc2)n1` gave BoNT A protease 0.5, BoNT F protease 2, CCHFV vOTU inh 4, FadD28 binding -1.1, Mtb FBA inh -2, UGM FP inh -0.7, GDH-TPI inh -2 and PrPC TRFRET -7.
O=c1c2ccccc2nnn1COc1cccc2ccccc12 was read as BoNT A protease 0.7, BoNT F protease -2, CCHFV vOTU inh -1, FadD28 binding -4.7, Mtb FBA inh 0, UGM FP inh -5.2, GDH-TPI inh -6 and PrPC TRFRET -8.
For Cc1noc(C)c1COc1ccc(C(=O)NCc2ccccn2)cc1 the results were BoNT A protease 0.2, BoNT F protease 13, CCHFV vOTU inh 4, FadD28 binding 1.6, Mtb FBA inh 12, UGM FP inh -0.5, GDH-TPI inh 4, PrPC TRFRET -5 and BioA inh 5.6.
`CC(C(=O)Nc1cccc([N+](=O)[O-])c1)N(c1ccccc1)S(C)(=O)=O` (configuration not stated) gave BoNT A protease -1.0, BoNT F protease -2, CCHFV vOTU inh 4, FadD28 binding -4.1, Mtb FBA inh -7, UGM FP inh -1.3, GDH-TPI inh -14 and PrPC TRFRET -16.
Screening O=C(CSc1ccc(Cl)cc1)N1CCN(c2c(Cl)cccc2[N+](=O)[O-])CC1 returned BoNT A protease 0.0, BoNT F protease -3, CCHFV vOTU inh -3, FadD28 binding 0.7, Mtb FBA inh -2, UGM FP inh -4.1, GDH-TPI inh 3, PrPC TRFRET -5 and BioA inh -2.4.
Clc1cccc(N2CCNCC2)c1 was read as BoNT A protease -0.6, BoNT F protease -18, CCHFV vOTU inh 0, FadD28 binding -0.5, Mtb FBA inh 0, UGM FP inh 3.5, GDH-TPI inh 6, PrPC TRFRET 1 and BioA inh 0.1.

The final four compounds of the section above are carried over, then new ones follow.
For Cc1noc(C)c1COc1ccc(C(=O)NCc2ccccn2)cc1 the results were BoNT A protease 0.2, BoNT F protease 13, CCHFV vOTU inh 4, FadD28 binding 1.6, Mtb FBA inh 12, UGM FP inh -0.5, GDH-TPI inh 4, PrPC TRFRET -5 and BioA inh 5.6.
`CC(C(=O)Nc1cccc([N+](=O)[O-])c1)N(c1ccccc1)S(C)(=O)=O` (configuration not stated) gave BoNT A protease -1.0, BoNT F protease -2, CCHFV vOTU inh 4, FadD28 binding -4.1, Mtb FBA inh -7, UGM FP inh -1.3, GDH-TPI inh -14 and PrPC TRFRET -16.
Screening O=C(CSc1ccc(Cl)cc1)N1CCN(c2c(Cl)cccc2[N+](=O)[O-])CC1 returned BoNT A protease 0.0, BoNT F protease -3, CCHFV vOTU inh -3, FadD28 binding 0.7, Mtb FBA inh -2, UGM FP inh -4.1, GDH-TPI inh 3, PrPC TRFRET -5 and BioA inh -2.4.
Clc1cccc(N2CCNCC2)c1 was read as BoNT A protease -0.6, BoNT F protease -18, CCHFV vOTU inh 0, FadD28 binding -0.5, Mtb FBA inh 0, UGM FP inh 3.5, GDH-TPI inh 6, PrPC TRFRET 1 and BioA inh 0.1.
`Cc1ccsc1/C=C1/CN(C)Cc2c1nc1ccccc1c2C(=O)O` gave BoNT A protease 1.1, BoNT F protease -10, CCHFV vOTU inh 6, FadD28 binding 0.2, Mtb FBA inh 4, UGM FP inh 1.5, GDH-TPI inh 10, PrPC TRFRET 3 and BioA inh -1.2.
Screening O=C(Nc1ccccc1F)OC1CN2CCC1CC2 (configuration not stated) returned CCHFV vOTU inh -5, FadD28 binding 0.0, Mtb FBA inh 1, UGM FP inh -2.2, GDH-TPI inh 10, PrPC TRFRET 5 and BioA inh -2.1.
For CCOC(=O)[C@]12CCC=C1N(Cc1cccc3ccccc13)C(=O)[C@H](CC(=O)NCc1ccc(OC)c(OC)c1)C2 the results were BoNT A protease -0.7, BoNT F protease -3, CCHFV vOTU inh 10 and PrPC TRFRET 5.
Cc1ccc(CCN2CC(C(=O)NCc3ccco3)CC2=O)cc1 (configuration not stated) was read as BoNT A protease -0.1, BoNT F protease 0, CCHFV vOTU inh 6, FadD28 binding -1.9, Mtb FBA inh 1, UGM FP inh 1.2, GDH-TPI inh -4, PrPC TRFRET 1 and BioA inh 4.6.
For CC(=O)c1cc2c(cc1N/C(=N/S(=O)(=O)c1ccc(C)cc1)c1ccccc1)OCO2 the results were BoNT A protease 0.1, BoNT F protease -2, CCHFV vOTU inh -5, FadD28 binding -2.5, Mtb FBA inh 7, UGM FP inh 0.2, GDH-TPI inh 2, PrPC TRFRET -7 and BioA inh -0.9.
For CC(=O)Nc1ccc(/C=C2\Sc3ccccc3C2=O)cc1 the results were BoNT A protease -0.4, BoNT F protease 1, CCHFV vOTU inh 2, FadD28 binding -2.1, Mtb FBA inh -6, UGM FP inh -0.1, GDH-TPI inh 6 and PrPC TRFRET -8.
Screening CCC(C)Nc1nc(N)c([N+](=O)[O-])c(Nc2cc(OC)ccc2OC)n1 (configuration not stated) returned BoNT A protease 0.5, BoNT F protease -4, CCHFV vOTU inh 4, FadD28 binding 1.3, Mtb FBA inh -6, UGM FP inh 0.1, GDH-TPI inh 23, PrPC TRFRET 2 and BioA inh -0.9.
Screening CCN(CC)CCN(Cc1cc2cc3c(cc2[nH]c1=O)OCO3)C(=S)NC returned BoNT A protease 1.8, BoNT F protease 9, CCHFV vOTU inh -38, FadD28 binding -1.3, Mtb FBA inh 102*, UGM FP inh 0.0, GDH-TPI inh 23, PrPC TRFRET -3 and BioA inh -0.4.
For CCC(C(=O)c1ccccc1)N(C(=O)c1ccccc1Cl)N1C(=O)C2C3C=CC(C3)C2C1=O (configuration not stated) the results were BoNT A protease 1.8, BoNT F protease 2, CCHFV vOTU inh -10, FadD28 binding -5.2, Mtb FBA inh -1, UGM FP inh 1.9, GDH-TPI inh 8, PrPC TRFRET -4 and BioA inh 2.3.
For CC1(C(=O)OCC(=O)c2c[nH]c3ccccc23)CC1(Cl)Cl (configuration not stated) the results were BoNT A protease 0.3, BoNT F protease -11, CCHFV vOTU inh -1, FadD28 binding -4.5, Mtb FBA inh 1, UGM FP inh -2.7, GDH-TPI inh -8, PrPC TRFRET 2 and BioA inh 0.2.
For CCOC(=O)CNC(=O)N1Cc2ccccc2-n2nncc2C1 the results were BoNT A protease -0.1, BoNT F protease 1, CCHFV vOTU inh 8, FadD28 binding -1.9, Mtb FBA inh 4, GDH-TPI inh 19, PrPC TRFRET -4 and BioA inh 0.1.
Screening COc1ccc(NC2=C(Cl)C(=O)N(CCc3ccccc3)C2=O)cc1 returned BoNT A protease -0.2, BoNT F protease -1, CCHFV vOTU inh 0, FadD28 binding -2.1, Mtb FBA inh -4, UGM FP inh -2.2, GDH-TPI inh -4 and PrPC TRFRET -7.
For Nc1nnc(CCN2C(=O)CSC2=O)s1 the results were BoNT A protease -2.3, BoNT F protease -4, CCHFV vOTU inh 1, FadD28 binding 1.1, Mtb FBA inh 2, UGM FP inh -0.5, GDH-TPI inh -8, PrPC TRFRET -5 and BioA inh -1.5.
Screening CCc1cc2c(=O)[nH]c(Cc3ccc(Cl)cc3)nc2s1 returned BoNT A protease 0.0, BoNT F protease 3, CCHFV vOTU inh 5, FadD28 binding -1.7, Mtb FBA inh -1, UGM FP inh -0.9, GDH-TPI inh 9, PrPC TRFRET 6 and BioA inh -0.6.
`Cn1nc(-c2ccccc2)c(C(O)c2ccc(Cl)cc2)c1Cl` (configuration not stated) gave BoNT A protease -1.0, BoNT F protease -2, CCHFV vOTU inh 23, FadD28 binding -6.7, Mtb FBA inh 0, UGM FP inh -2.3, GDH-TPI inh -3, PrPC TRFRET 5 and BioA inh -0.9.
`COc1cccc(NC(=O)CN(C)C(C)C(=O)N2CCCC2)c1` (configuration not stated) gave BoNT A protease -1.3, BoNT F protease -14, CCHFV vOTU inh 3, FadD28 binding -1.9, Mtb FBA inh -1, UGM FP inh -1.0, GDH-TPI inh -2, PrPC TRFRET 1 and BioA inh -2.1.
CC1=C(C(=O)OCCOC(C)C)C(c2cc3c(cc2Br)OCO3)CC(=O)N1 (configuration not stated) was read as BoNT A protease 0.1, BoNT F protease -7, CCHFV vOTU inh 16, FadD28 binding -1.3, Mtb FBA inh 4, UGM FP inh -0.4, GDH-TPI inh -3, PrPC TRFRET 6 and BioA inh 0.6.
`O=C(Nc1cccc(-c2nc3ccccc3s2)c1)c1cc(=O)c2ccccc2o1` gave BoNT A protease -0.4, BoNT F protease 3, CCHFV vOTU inh -8, FadD28 binding -3.8, Mtb FBA inh -8, UGM FP inh 0.3, GDH-TPI inh -3 and PrPC TRFRET -3.
Cc1ccc2oc(=O)c3cnn(CC(=O)NC4CCC(C)CC4)c3c2c1 (configuration not stated) was read as BoNT A protease -1.2, BoNT F protease 0, CCHFV vOTU inh -1, FadD28 binding -0.7, Mtb FBA inh 3, UGM FP inh 3.0, GDH-TPI inh -2, PrPC TRFRET 5 and BioA inh -0.3.
Screening Cc1nc(NC(=O)CC(C)C)sc1-c1csc(Nc2ccc(Cl)cc2Cl)n1 returned BoNT A protease 0.7, BoNT F protease -5, CCHFV vOTU inh 21, FadD28 binding -2.7, Mtb FBA inh 5, UGM FP inh 1.9, GDH-TPI inh 17, PrPC TRFRET 4 and BioA inh -0.7.
Screening COc1cccc(CSc2nnnn2-c2ccc(O)cc2)c1 returned BoNT A protease 2.9, BoNT F protease -1, CCHFV vOTU inh -4, FadD28 binding -3.2, Mtb FBA inh 3, UGM FP inh -2.2, GDH-TPI inh 3 and PrPC TRFRET 10.
For COc1ccc(Cl)cc1N(C(=O)Nc1cccc(Cl)c1)C1=NCC(C)S1 (configuration not stated) the results were BoNT A protease -0.4, BoNT F protease -11, CCHFV vOTU inh 1, FadD28 binding -3.6, Mtb FBA inh 5, UGM FP inh 0.5, GDH-TPI inh -1, PrPC TRFRET 5 and BioA inh -0.4.
Screening COc1ccc(-n2nc(C(=O)NCC(=O)NCCCN3CCOCC3)c3ccccc3c2=O)cc1 returned BoNT A protease -2.3, BoNT F protease -15, CCHFV vOTU inh 17, FadD28 binding 0.1, Mtb FBA inh 1, UGM FP inh 0.4, GDH-TPI inh 6, PrPC TRFRET -4 and BioA inh 1.8.

Assay outcomes from PubChem.
